Salmonella PhoP GFP: inhibitors of PhoP regulon expression, primary screen, Salmonella Typhimurium, GFP reporter (AID 1863); S. Typhimurium PhoP-regulated promoter GFP reporter, 4 h; higher % means a stronger effect; hit rate 0.16% among 300,000; one-dose inhibition, % at 50 µM; IC50 in µM for titrated hits;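 active means inhibition over 29.93%, a cutoff 3 SD above the screen mean, later confirmed by dose response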;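 further: 0% = low Mg2+ inducing control and 100% = high Mg2+ repressing control; strong numbers were not always called active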
T cell HTS: T cell immune modulators affecting CD8 T cell-vesicle binding; 2C CD8+ T cell-vesicle binding, flow cytometry; stronger effect = lower value; calls only at 7 µM; hit rate 0.068% among 330,000;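 active means response, share of CD8 T cells binding vesicles, and their 90th percentile fluorescence all below set limits, cut at about 80% in these data, passing the limit was not always enough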
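Read-out – percent CD8+ FL2 mean versus row control · System – murine 2C transgenic CD8+ T lymphocytes · Times – 1.5 h cell–vesicle binding at 37 °C, then 20 min icy labelling · Control set – naked vesicles low, QL9 vesicles with vehicle high · Detection – cytometric PE anti-B7-1 and Alexa647 anti-CD8 signals after 1% paraformaldehyde fixation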
Hep lipid drop: modulators of hepatic lipid droplet formation | AML12 mouse hepatocytes, oleate lipid droplets, BODIPY imaging | hit rate 0.4% among 240,000 | inhibition, % at 6.5 µM;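 active means lipid droplet intensity inhibited by at least 50%, with more than 500 cells counted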
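Material: mouse AML12 hepatocyte cell line, fixed after treatment; Timing: compound with oleate, overnight; Technique: high-content imaging of BODIPY-stained droplets and DAPI nuclei; Probe or stimulus: oleate, 100 µM final; Dosing: compound at 6.5 µM only.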
Hep lipid drop cells 6.5 µM: also measured in Hep lipid drop; calls as there; cell count; measured here: cell count, cytotoxicity flag;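 cells counted across two imaged fields per well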
T cell HTS vesicle-bound %: recorded beside T cell HTS, whose call it bears; double positive events, %; measured here: CD8+ vesicle-bound cell fraction;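 binding gate set so that unloaded-vesicle control wells show 10% double positive cells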
An asterisk follows results filed as active; i = inactive. These rows are one share of the data; count on the stated rates, not on these rows.

Assay codes: A = Salmonella PhoP GFP; B = T cell HTS; C = T cell HTS vesicle-bound %; D = Hep lipid drop; E = Hep lipid drop cells 6.5 µM
CN(Cc1ccccc1F)c1ncnc2sccc12
  A: -3%	B: i	C: 14	D: -1	E: 768
Cc1ccc(OCC(=O)Nc2cc(NC(=O)COc3ccc(C)cc3)cc(C(=O)O)c2)cc1
  A: 4%	B: i	C: 39	D: 2	E: 827
Cc1nc(C(F)(F)F)ccc1C(=O)NCC(O)c1ccccc1 (stereo not drawn)
  A: 10%	B: i	C: 16	D: 9	E: 637
CNC(=O)c1c(NC(=O)c2ccc(S(=O)(=O)N(C)c3ccccc3)cc2)sc2c1CCN(C(C)C)C2
  A: -5%	B: i	C: 53	D: 23	E: 853
CCc1cccc(CC)c1NC(=O)CSc1nnc(C2CC2)n1C
  A: -10%	B: i	C: 49	D: 4	E: 791
N#C/C(=C(/O)c1ccc2c(c1)OCO2)c1nc2cc(C(F)(F)F)ccc2s1
  A: -2%	B: i	C: 17	D: -28	E: 824
CC1CCN(C(=O)CNC(=O)CNC(=O)Cc2ccccc2)CC1
  A: 1%	B: i	C: 64	D: -2	E: 609
CC1CCN(S(=O)(=O)c2ccc3c(c2)oc(=O)n3C)CC1
  A: 3%	B: i	C: 30	D: -13	E: 859
Cc1ccc(S(=O)(=O)Oc2ccccc2N2C(=O)C3C4CCC(C4)C3C2=O)cc1 (stereo not drawn)
  A: 6%	B: i	C: 15	D: -12	E: 674
O=C(c1cc(Cl)ccc1OCc1ccccc1)N1CCOCC1
  A: -4%	B: i	C: 16	D: 5	E: 772

Another view of 3 compounds above:
molecule,Salmonella PhoP GFP,T cell HTS,T cell HTS vesicle-bound %,Hep lipid drop,Hep lipid drop cells 6.5 µM
Cc1nc(C(F)(F)F)ccc1C(=O)NCC(O)c1ccccc1 (stereo not drawn),10%,i,16,9,637
CNC(=O)c1c(NC(=O)c2ccc(S(=O)(=O)N(C)c3ccccc3)cc2)sc2c1CCN(C(C)C)C2,-5%,i,53,23,853
CCc1cccc(CC)c1NC(=O)CSc1nnc(C2CC2)n1C,-10%,i,49,4,791

The list continues.
Assay codes: A = Salmonella PhoP GFP; B = T cell HTS; C = T cell HTS vesicle-bound %; D = Hep lipid drop; E = Hep lipid drop cells 6.5 µM
CC(C)Cc1nnc(NC(=O)CCC(=O)Nc2ccccc2)s1
  A: -8%	B: i	C: 37	D: 4	E: 665
COc1cccc(C(=O)NC2CC3CCCC(C2)N3Cc2ccc(C)cc2)c1 (stereo not drawn)
  A: 4%	B: i	C: 58	D: 2	E: 842
NNC(=O)c1ccc(S(=O)(=O)N2CCc3ccccc32)cc1
  A: 11%	B: i	C: 52	D: -18	E: 730
Cc1cc(C)c(C)c(C(=O)COC(=O)CNC(=O)CNC(=O)c2ccco2)c1C
  A: 11%	B: i	C: 46	D: 10	E: 836
O=C(NCCCN1CCOCC1)/C(=C/c1ccco1)NC(=O)c1ccccc1
  A: -4%	B: i	C: 18	D: 19	E: 841
CN(c1ccc(C(=O)N2CCOCC2)cc1)S(=O)(=O)c1cccs1
  A: -4%	B: i	C: 46	D: 7	E: 556
CCOC(=O)c1c(C)[nH]c(C(=O)OCc2ccccc2)c1C
  A: 1%	B: i	C: 8	D: -20	E: 796
Cc1ccc(C)c(OCc2cc(C(=O)NC(C)c3cnn(C)c3)no2)c1 (stereo not drawn)
  A: -9%	B: i	C: 47	D: -2	E: 699
CCOc1ccc(S(=O)(=O)N(C)CC(=O)N2CCN(CC)CC2)cc1
  A: 11%	B: i	C: 16	D: 4	E: 743
Cc1ccc(C)c(SCC(=O)NNC(=O)c2ccccc2)c1
  A: 2%	B: i	C: 15	D: 0	E: 825
O=C(O)Cn1c(=O)c2c3c(sc2n(Cc2ccc(F)cc2)c1=O)CCCC3
  A: 25%	B: i	C: 56	D: 25	E: 424
COc1cccc(-n2c(SCC(=O)NCC3CCCO3)nc3c(c2=O)SCC3)c1 (stereo not drawn)
  A: -7%	B: i	C: 21	D: 1	E: 638
CCc1c(C(=O)NNC(=O)Nc2ccc3c(c2)OCO3)csc1C
  A: 6%	B: i	C: 51	D: -7	E: 677
Cc1cc(C)nc(NC(=O)Cc2ccc(Cl)cc2)c1
  A: 8%	B: i	C: 57	D: -1	E: 769
Cc1c(Br)c([N+](=O)[O-])nn1CC(=O)Nc1ccc2nc3n(c(=O)c2c1)CCCC3
  A: -5%	B: i	C: 37	D: -6	E: 701
Cc1ccc(C(=O)C2=C(O)C(=O)N(Cc3cccnc3)C2c2ccc(OC(C)C)cc2)o1 (stereo not drawn)
  A: 0%	B: i	C: 27	D: -8	E: 708
OCC1(Cc2ccccc2F)CCCN(CCc2ccccc2)C1 (stereo not drawn)
  A: 3%	B: i	C: 58	D: -1	E: 790
CN(Cc1nc2ccccc2[nH]1)C(=O)C1CCC(=O)N(CCc2cccc(F)c2)C1 (stereo not drawn)
  A: -6%	B: i	C: 70	D: 2	E: 773
CN(CC(=O)Nc1ccc(F)cc1)C(=O)Cn1nnc(-c2ccccc2)n1
  A: 3%	B: i	C: 17	D: 9	E: 713
O=C(/C=C/Nc1ccccc1)c1ccc(Cl)cc1Cl
  A: 8%	B: i	C: 29	D: 6	E: 822
CC1CCN(c2ccc(NC(=O)c3ccc(Br)o3)cc2)CC1
  A: -11%	B: i	C: 15	D: -8	E: 700
Cc1cccc(C(=O)Nc2c(C(=O)N(C)C)cnn2-c2ccccc2)c1
  A: 0%	B: i	C: 62	D: -2	E: 754
Clc1ccc(Sc2ccccn2)cc1
  A: -7%	B: i	C: 6	D: 5	E: 837
Cc1ccc(NC(=O)C2(S(=O)(=O)c3ccc(Cl)cc3)CC2)cc1
  A: 5%	B: i	C: 26	D: -1	E: 804
O=C(N=C1SC2CS(=O)(=O)CC2N1c1ccc(Cl)cc1Cl)C1CCCO1 (stereo not drawn)
  A: -5%	B: i	C: 44	D: -2	E: 727
CCC(C)c1ccc(NC(=O)c2ccco2)cc1 (stereo not drawn)
  A: -2%	B: i	C: 58	D: 1	E: 777
CCN(CC)CCNC(=O)CCN1N=C(c2ccccc2)CCC1=O
  A: -4%	B: i	C: 17	D: -9	E: 803
Cc1ccc(N(CC(=O)NCc2ccc(F)cc2)S(=O)(=O)c2c(C)n[nH]c2C)cc1
  A: -5%	B: i	C: 3	D: -4	E: 732
CC(=O)NN1C(=O)c2ccccc2NC1c1cccc([N+](=O)[O-])c1 (stereo not drawn)
  A: 13%	B: i	C: 28	D: 3	E: 394
Cc1ccc(C)c(C2C(=O)c3ccccc3C2=O)c1
  A: -8%	B: i	C: 32	D: -3	E: 772
COc1ccc(S(=O)(=O)NC2CC3CCC2C3)cc1 (stereo not drawn)
  A: 3%	B: i	C: 62	D: -3	E: 783
COc1ccc(C2/C(=C(/O)c3ccc4c(c3)CC(C)O4)C(=O)C(=O)N2Cc2cccnc2)cc1 (stereo not drawn)
  A: 8%	B: i	C: 13	D: -9	E: 734
O=C(O)c1ccc(CNC(=O)c2ccc3c(c2)OCCO3)cc1
  A: -2%	B: i	C: 29	D: 7	E: 719
CC1c2cc3c(cc2CCN1C(=O)c1ccc(Br)cc1)OCCCO3 (stereo not drawn)
  A: -8%	B: i	C: 8	D: -9	E: 674
C/C(=N\NC(=O)c1c(Cl)cnn1C)c1cccc(NC(=O)c2ccc(C)cc2)c1
  A: 6%	B: i	C: 67	D: 9	E: 715
CCN(CC)CCN(C(=O)c1ccc(C(=O)c2ccccc2)cc1)c1nc2c(OC)cccc2s1
  A: -6%	B: i	C: 71	D: -4	E: 768
CCOc1ccc(NC(=O)C2CCCN(S(C)(=O)=O)C2)cc1 (stereo not drawn)
  A: 1%	B: i	C: 60	D: 27	E: 787
COc1ccc(CNC(=O)c2ccc(CS(=O)c3ccccc3)o2)cc1 (stereo not drawn)
  A: 7%	B: i	C: 6	D: -1	E: 756
Cc1nn2c(N)c(-c3ccccc3)cnc2c1-c1ccccc1
  A: 9%	B: i	C: 41	D: 10	E: 804
CC(C)Cn1c(=O)c2ccccc2n2c(CCC(=O)NCc3ccccn3)nnc12
  A: -3%	B: i	C: 2	D: -11	E: 701
COc1cccc(N(CC(=O)NC2CC3CCC2C3)S(=O)(=O)c2ccccc2)c1 (stereo not drawn)
  A: 2%	B: i	C: 22	D: 7	E: 815
Cc1ncc([N+](=O)[O-])n1S(=O)(=O)c1cc(Cl)ccc1Cl
  A: 1%	B: i	C: 59	D: 7	E: 816
CC(NC(=O)COc1ccc(-c2ccccc2)cc1)C1CCCO1 (stereo not drawn)
  A: -7%	B: i	C: 18	D: -2	E: 732
COc1ccc(NC(=O)NCCN2CCN(c3cc(OC)ccc3OC)CC2)cc1
  A: -4%	B: i	C: 68	D: 24	E: 806
CC1C/C(=C\c2ccccc2[N+](=O)[O-])c2nc3ccccc3c(C(=O)O)c2C1 (stereo not drawn)
  A: 0%	B: i	C: 22	D: -29	E: 737
COc1ccc(S(=O)(=O)N2CCc3cc4c(cc3C2C)OCCCO4)cc1 (stereo not drawn)
  A: 1%	B: i	C: 5	D: -7	E: 744
O=C(N/N=C/c1cn(Cc2cccc(F)c2)c2ccccc12)c1cc(O)cc(O)c1
  A: -2%	B: i	C: 55	D: -30	E: 830
CCOC(=O)N1CCN(C(=O)COCc2cc(-c3ccc4c(c3)OCO4)on2)CC1
  A: -7%	B: i	C: 46	D: -2	E: 690
COCCCNC(=O)CN1C(=O)c2cccc3cccc1c23
  A: -5%	B: i	C: 66	D: -2	E: 819
COc1cccc(C2/C(=C(\O)c3ccc4c(c3)OCCO4)C(=O)C(=O)N2CCCN2CCOCC2)c1OC (stereo not drawn)
  A: -9%	B: i	C: 36	D: -4	E: 670

Continued (three carried over from the part before).
Assay codes: A = Salmonella PhoP GFP; B = T cell HTS; C = T cell HTS vesicle-bound %; D = Hep lipid drop; E = Hep lipid drop cells 6.5 µM
CCOC(=O)N1CCN(C(=O)COCc2cc(-c3ccc4c(c3)OCO4)on2)CC1
  A: -7%	B: i	C: 46	D: -2	E: 690
COCCCNC(=O)CN1C(=O)c2cccc3cccc1c23
  A: -5%	B: i	C: 66	D: -2	E: 819
COc1cccc(C2/C(=C(\O)c3ccc4c(c3)OCCO4)C(=O)C(=O)N2CCCN2CCOCC2)c1OC (stereo not drawn)
  A: -9%	B: i	C: 36	D: -4	E: 670
Cc1ccc(Cl)cc1NC(=O)c1cc(NC(=O)C2CCCCC2C(=O)O)ccc1N1CCOCC1 (stereo not drawn)
  A: 3%	B: i	C: 76	D: -6	E: 856
CCNS(=O)(=O)c1ccc(CCC(=O)N2CCN(Cc3ccccc3)CC2)cc1
  A: 2%	B: i	C: 32	D: -6	E: 882
Cc1ccc(O)c(C(=O)c2cnc(/N=C(\N)N(C)C)nc2)c1
  A: 11%	B: i	C: 37	D: -4	E: 800
CCN1CCN(c2ncnc3scc(-c4ccc(C)cc4)c23)CC1
  A: 1%	B: i	C: 46	D: -16	E: 825
NS(=O)(=O)c1ccc(CCNC(=O)CCc2nc3ccccc3s2)cc1
  A: 9%	B: i	C: 25	D: -3	E: 848
CCOc1ccc(C(=O)Nc2ccc(S(=O)(=O)Nc3nccc(C)n3)cc2)cc1OCC
  A: 7%	B: i	C: 53	D: -2	E: 834
Cc1cc(CN2CCCC(C(=O)Nc3cccc(-n4cccn4)c3)C2)cc(C)c1O (stereo not drawn)
  A: 3%	B: i	C: 22	D: -42	E: 652
CCOc1ccc(N(C)S(=O)(=O)c2ccc(-c3cc(C)no3)s2)cc1
  A: -6%	B: i	C: 41	D: -22	E: 701
COC(=O)c1cccc(NC(=O)CSc2nnc(-c3ccco3)o2)c1
  A: -9%	B: i	C: 49	D: 0	E: 804
Cc1ccc(Cl)cc1N1CCN(C(=O)c2ccc3c(c2)CCN3S(C)(=O)=O)CC1
  A: 6%	B: i	C: 4	D: 2	E: 731
O=C(Nc1cccnc1Cl)c1cc(-c2cccc(Cl)c2)on1
  A: 1%	B: i	C: 26	D: 2	E: 791
CCCCC(CC)C(=O)Nc1cc(C(=O)NCCC)ccc1N1CCC2(CC1)CC(c1ccccc1)=NO2 (stereo not drawn)
  A: -4%	B: i	C: 28	D: 18	E: 784
O=C(Oc1ccc(Cl)c2cccnc12)c1cccnc1
  A: 25%	B: i	C: 59	D: -7	E: 808

Screens as filed in PubChem BioAssay.
